Source: PubChem BioAssay
HTT cytoprotect – cytoprotection in Huntington HTT-Q103 PC12 cell model. PC12 HTT-Q103 induced, cytoprotection, ATP luminescence, 40 h. Potency, µM (highest dose often 56.4 µM), for inactives: cytoprotection (ATP increase), most hits filed as activators. actives 0.14% (n = 230,000);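 note: % of control where 0% means no effect; nearly all actives have a fitted effect of over 45% in size; toxic huntingtin expression switched on by the ecdysone agonist tebufenozide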
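Readout: ATPlite luminescence (ATP level). Model: stable PC12, inducible Htt exon1 Q103-GFP. Inducer: tebufenozide, 100 nM final. Compounds: dose series. No G418 in medium.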
HTT aggregate – mutant huntingtin aggregation inhibition; Potency, µM (titrated, usually from 46.1 µM), inactives show at the highest dose activity change, negative = inhibition, hits mostly inhibitors; PC12 HttQ103-GFP aggregates, Acumen cytometry, 40 h; actives 1.1% (n = 220,000); AID 1688; note: % is set by controls: 0 for no effect and ±100 for the full control effect; nearly all actives have a fitted effect of over 60% in size
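Aggregate formation scored by laser-scanning cytometer (488 excitation, 500–530 emission) in lysed PC12 cells expressing Q103-GFP after 100 nM tebufenozide induction; library tested in dose series, with ATPLite reagent added in the multiplex.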
GAA inh – inhibitors of human lysosomal alpha-glucosidase | AID 1466 | purified human GAA, 4-MU-alpha-glucoside fluorescence | actives 0.005% (n = 200,000) | P10253 | Potency, µM (titrated, usually from 76.9 µM), without a hit: at the highest dose activity change, negative = inhibition, usual class: inhibitors;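 note: plate controls were uninhibited enzyme wells for no effect and no-enzyme background for full effect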
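Activity normalized between no-enzyme (basal) and enzyme-only wells. Conditions: 4 nM human enzyme, 400 uM fluorogenic substrate, citrate/phosphate pH 5.0 with Tween-20, 20 min room temperature, compounds up to 77 uM.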
aGlu spleen mod – lysosomal alpha-glucosidase (human) modulation. AID 2112. human spleen homogenate, 4-MU-alpha-glucoside fluorescence. P10253. Potency, µM (titrated, usually from 79.9 µM), inactives show at the top dose activity change, negative = inhibition, hits mostly inhibitors. actives 0.006% (n = 240,000);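 note: 0% = enzyme with vehicle and -100% = no enzyme basal signal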
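AC50 values come from Hill-equation fits of concentration-response data, normalized to no-enzyme and full-activity controls. Enzyme source: 1 ug human spleen homogenate; 1 mM fluorogenic 4-MU glucoside, pH 5.0 citrate buffer, 37 C, 40 min.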
GAA glycogen mod – GAA glycogen-cleavage inhibition or activation | Potency, µM (highest dose often 76.4 µM), without a hit: at the top dose activity change, negative = inhibition, actives largely listed as inhibitors | actives 0.38% (n = 300,000) | recombinant GAA, glycogen substrate, Amplex Red glucose oxidase fluorescence;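 note: 0% = full enzyme reaction and -100% = no-enzyme basal signal; the screen sought inhibitors and activators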
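qHTS, 1536-well; enzyme 4 nM final; cpd up to 77 uM; substrate bovine liver glycogen 30 ug; 50 mM citrate/phosphate pH 5.0, 0.01% Tween-20; 37 C, 40 min; Amplex Red detection 45 min RT; Hill fit → AC50.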
GoLoco inh red – RGS12 GoLoco-Gai1 interaction inhibition; Gai1:RGS12 GoLoco peptide FP, rhodamine, 10 min; actives 0.44% (n = 230,000); AID 880; P63096; Potency, µM (highest dose often 61.6 µM), for inactives: at the top dose activity, negative = inhibition, most hits filed as inhibitors; active = well fitted inhibition curve with a large enough effect, not every such curve was filed as active; inactive = no such curve, though single readings can be large or run the other way; note: % is set by controls: 0 for no effect and ±100 for the full control effect; nearly all actives have a fitted effect of over 30% in size; many of its hits are not listed in these tables
Target sequence (P63096 whole entry, looked up): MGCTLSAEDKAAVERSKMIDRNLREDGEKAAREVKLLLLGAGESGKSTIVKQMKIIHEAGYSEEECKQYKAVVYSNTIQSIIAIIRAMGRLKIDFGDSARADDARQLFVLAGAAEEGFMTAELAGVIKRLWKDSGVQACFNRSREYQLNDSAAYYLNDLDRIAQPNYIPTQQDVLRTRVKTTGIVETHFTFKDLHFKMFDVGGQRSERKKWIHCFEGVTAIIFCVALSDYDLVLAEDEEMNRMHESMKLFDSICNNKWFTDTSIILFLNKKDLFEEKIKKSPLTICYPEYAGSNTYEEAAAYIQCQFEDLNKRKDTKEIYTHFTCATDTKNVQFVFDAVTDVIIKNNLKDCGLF
IMPase Li inh – IMPase inhibition in cells with lithium potentiation; actives 0.35% (n = 210,000); CHO-M1 cells, IP1 TR-FRET (IP-One), carbachol + lithium; Potency, µM (series often up to 59.4 µM), for inactives: top-dose activity, negative = IMPase inhibition, usual class: inhibitors;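 note: IP1 builds up when IMPase is blocked and the TR-FRET signal falls; plate controls were basal vehicle for no effect and high inhibitor control for full effect; nearly all actives have a fitted effect of over 50% in size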
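CHO cells stably expressing M1 receptor (2000/well) were cultured 16–30 h, then exposed to compounds with a small lithium addition for 30 min at 37C. IP1 was measured by TR-FRET competition; AC50 from Hill fits.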
An asterisk follows results filed as active; ? = inconclusive; / = not tested or not shown; [ ] = remark or other dose. Unless noted, calls come from the whole dose curve; as a rule, active = well fitted curve in the direction sought with a large enough effect; inconclusive = small, poorly fitted or top-dose-only effect, or another doubt; inactive = no such curve, though single readings can be large; an effect the other way counts as inactive or inconclusive. Potency is the fitted concentration of half-maximal effect. Some of the compounds tested (hit frequency here may not be typical).

canonical_smiles,HTT cytoprotect,HTT aggregate,GAA inh,aGlu spleen mod,GAA glycogen mod,GoLoco inh red,IMPase Li inh
CC(=O)Nc1cc(C(=O)N2CCC3(CC2)OCCO3)ccc1S(=O)(=O)c1ccc(C)cc1,2.2%,4.6%,0.5%,-4.0%,14.8%,-0.5%,-3.3%[38.3 µM]
CCCCN1C(=N)C(CC)(CC)C(=O)NC1=O,2.1%[10 µM],-3.0%,-0.2%,-1.8%,2.1%,6.0%,-1.1%
COC(=O)c1cc2c(s1)=NC=NP=2(N1CCOCC1)N1CCOCC1,-0.1%[10 µM],9.9%,-8.9%,6.5%,8.0%,-7.5%,-7.3%[38.3 µM]
Cc1ccsc1C(=O)C1CCCN(Cc2cccc(OCCO)c2)C1 (stereo unspecified),3.8%[10 µM],-2.5%[9.22 µM],7.3%,1.8%,1.0%,42.5%[activator],13.0%
O=c1[nH]c(=S)n(C2CC2)c(O)c1C=NCc1cccnc1,17.8%[10 µM],-0.4%[9.22 µM],/,4.2%,-1.6%,2.8%,/
CCOC(C(=O)OCCCN(CC)CC)(c1ccccc1)c1ccccc1,2.4%,5.5%,?,-11.6%,7.6%,2.8%,3.1%[38.3 µM]
COC(=O)C(N)CCCN=C(N)N[N+](=O)[O-] (stereo unspecified),/,/,/,3.3%,/,10.5%,8.9%
COP(=O)(OC)C(NC(=O)/C=C/c1ccccc1)C(Cl)(Cl)Cl (stereo unspecified),-50.0%,-14.8%,0.0%,-1.2%,-2.0%,-8.6%,-4.4%
CCC(C)C(=O)OC1C(O)C2C(CN3CC(C)CCC3[C@]2(C)O)C2C[C@]34O[C@@]5(O)C(OC(=O)C(C)(O)C(C)O)CCC3(C)C5C(OC(C)=O)C(OC(C)=O)C4[C@@]21O (stereo partly specified),6.2%,/,/,6.8%,/,1.0%,-0.1%
CN1CCCC2(CCN(C(=O)c3ccco3)CC2)C1,-55.7%[inhibitor],/,/,-1.8%,/,-20.3%,26.9%
Cc1cccc2c1=NC(=O)/C(=C/c1c(O)[nH]c(=O)[nH]c1=O)C=2,5.6%[10 µM],-16.3%,-2.3%,-0.7%,-3.0%,11.3%,-4.1%
O=C1NC(=S)N(Cc2ccco2)C(=O)/C1=C\c1cccs1,?,-1.6%,3.8%,-0.7%,-21.3%,167.1%[activator],-0.9%
CC(C)(C)c1ccc(S(=O)(=O)N2CC3CC(C2)c2cccc(=O)n2C3)cc1 (stereo unspecified),1.7%,-9.7%,-2.5%,-7.4%,0.9%,-4.7%,6.3%[38.3 µM]
Cc1ncc(CN2CCCC(C(=O)c3cccc(Cl)c3)C2)s1 (stereo unspecified),-18.4%[10 µM],-16.7%[9.22 µM],?,-1.1%,5.7%,13.6%,4.7%
CCCCn1c(O)c(C=NC2CC3CCC2(C)C3(C)C)c(=O)[nH]c1=O (stereo unspecified),4.6%[10 µM],12.6µM*,-8.2%,-0.9%,-11.1%,15.1%,50.8%[activator][38.3 µM]
N#C/C(N)=C(/N)C#N,-6.2%,/,/,-6.6%,/,9.6%,11.6%
Cc1cccc(N2C(=O)/C(=C/c3ccc(N4CCN(C)CC4)o3)C(=O)NC2=S)c1C,/,7.3%,-8.3%,-13.6%,0.5%,288.1%[activator],2.7%
COC(=O)C(O)(c1ccc(N(C)C(=O)OC(C)C)cc1)C(F)(F)F (stereo unspecified),1.7%,-22.3%,-5.1%,-5.1%,8.3%,10.9%,27.5%[38.3 µM]
CCn1cc(C(=O)NCc2ccccc2)c2ccccc21,-17.5%[10 µM],-4.3%,-7.6%,-7.4%,0.0%,7.6%,-10.8%
COc1cc2c(c(OC)c1OC)-c1ccc(O)c(=O)cc1C(NC(C)=O)CC2 (stereo unspecified),/,/,/,-7.5%,3.7%,1.7%,3.6%
Clc1ccc(C(c2ccccc2)c2ncc[nH]2)cc1 (stereo unspecified),16.1%[10 µM],1.4%,0.6%,-1.3%,-2.1%,-3.7%,12.6%
C=CCn1c(O)c(C(C)=NCCCN(C)C)c(=O)[nH]c1=O,-11.6%[10 µM],-0.5%[9.22 µM],/,8.0%,6.4%,7.5%,/
CC(C)(C)C(=O)c1cn(Cc2ccccc2)c2ccccc12,-14.2%[10 µM],8.5%,-1.2%,-1.6%,-3.6%,3.0%,5.0%
NCC1(c2ccc3c(c2)OCCO3)CCCC1,15.7%,11.2%,-1.4%,-13.9%,3.5%,-15.6%,24.2%[38.3 µM]
C[C@@H](C(=O)OC1C[C@H]2CC[C@@H](C1)N2C)c1ccc(Br)cc1 (stereo partly specified),-47.2%[inhibitor][1.9 µM],/,/,-4.9%,/,4.7%,33.0%[activator]
CC1=C(/C=C/c2ccccc2)CCN(C)C1,-8.5%,1.8%,-13.8%,-7.4%,16.2%,-4.6%,19.5%[38.3 µM]
O=c1[nH]c(CN2CC=C(c3ccccc3)CC2)nc2scc(-c3ccccc3)c12,27.8%[10 µM],25.4%[9.22 µM],/,-3.7%,?,55.8%[activator],/
NC(=O)c1c(NC(=O)c2ccc(S(=O)(=O)N(CCCl)CCCl)cc2)sc2c1CCCCC2,/,1.9%,3.1%,4.8%,-7.3%,-3.8%,-3.0%
COC(=O)C(O)(c1ccc(N(C)C)cc1)C(F)(F)F (stereo unspecified),/,/,14.7%,-2.3%,7.7%,2.8%,2.1%
c1cc(N2CCCC3(CCNCC3)C2)ccn1,?,/,/,6.4%,/,-5.3%,14.8%
CC(C)CCC1(CCN)C(=O)NC(=O)NC1=O,5.5%[10 µM],/,/,/,/,2.1%[14.2 µM],-10.6%
O=C1NC(=O)N(c2ccc(Cl)cc2)C(=O)/C1=C/c1coc2ccc(O)cc2c1=O,9.8%[10 µM],-9.9%[9.22 µM],/,-3.7%,?,24.2%,/
CCN(CCO)c1ccc(N=Cc2c(O)n(C)c(=S)[nH]c2=O)cc1,-26.7%[10 µM],40.7%[9.22 µM],/,-2.5%,?,175.3%[activator],/
CCN1CCN(C(=O)COc2ccc(S(=O)(=O)NC(C)C)cc2)CC1,3.8%[10 µM],-9.1%,-0.8%,-4.5%,-12.3%,-1.2%,5.9%
COc1ccccc1OCCCn1cc(C(C)=O)c2ccccc21,8.2%[10 µM],12.7%[9.22 µM],?,2.0%,-17.6%,5.7%,16.3%
CCOC(=O)c1nc2ccccc2c(=O)n1-c1ccc(C)cc1,0.2%,-0.8%,1.6%,4.8%,-9.5%,-10.8%,28.3%[38.3 µM]
CCC(=NCCc1ccccc1)c1c(O)n(C2CCCCC2)c(=O)[nH]c1=O,-61.0%[inhibitor],-27.0%,-8.7%,-10.5%,-6.7%,12.2%,41.3%[activator][38.3 µM]
CC(C)(C)c1nc(N2CCN(C(=O)c3ccco3)CC2)c2nnn(Cc3ccccc3Cl)c2n1,15.0%[10 µM],6.2%[9.22 µM],-7.6%,-3.3%,-3.2%,6.3%,27.9%[38.3 µM]
C#CCN1C(C)=C(C(=O)CCO)[C@@H](c2cccc(-n3oo3)c2)C(C(=O)OC)=C1C,11.0%,/,/,3.2%,/,4.5%,35.3%[activator]
O=C(c1cc(=O)[nH]c2ccc(Br)cc12)N1CCC2(CC1)OCCO2,4.6%,0.6%,-0.9%,-3.4%,3.4%,1.0%,-13.3%[38.3 µM]

Whole records, quoted from the list. Screens in order: HTT cytoprotect | HTT aggregate | GAA inh | aGlu spleen mod | GAA glycogen mod | GoLoco inh red | IMPase Li inh
`COc1ccccc1OCCCn1cc(C(C)=O)c2ccccc21` as listed: 8.2%[10 µM] | 12.7%[9.22 µM] | ? | 2.0% | -17.6% | 5.7% | 16.3%
`CC(C)(C)C(=O)c1cn(Cc2ccccc2)c2ccccc12` as listed: -14.2%[10 µM] | 8.5% | -1.2% | -1.6% | -3.6% | 3.0% | 5.0%

Next part
canonical_smiles,HTT cytoprotect,HTT aggregate,GAA inh,aGlu spleen mod,GAA glycogen mod,GoLoco inh red,IMPase Li inh
Cc1cc(C)cc(NC2=NCCCS2)c1,4.2%,9.4%,1.6%,5.4%,11.5%,-13.4%,-5.5%
O=c1[nH]c(=S)n(-c2ccc(Br)cc2)c(O)c1C=Nc1ccc(N2CCOCC2)cc1,/,10.6%,12.7%,-11.8%,9.2%,-100.9%,-18.3%
NS(=O)(=O)c1ccc(N=Cc2c(O)n(C3CCCCC3)c(=O)n(C3CCCCC3)c2=O)cc1,14.6%,?,-10.2%,5.4%,-15.2%,2.8%,10.7%[38.3 µM]
C=CCn1c(O)c(/C=C2/C=CC=N2)c(=O)[nH]c1=O,-14.6%[10 µM],12.4%,-4.1%,-15.0%,18.4%,8.3%,-4.6%
CC/C=C\C/C=C\C/C=C\C/C=C\C/C=C\CCCC(=O)NCCCC(=O)O,2.2%,/,/,2.6%,/,0.2%,-7.3%
O=C1NC(=O)N(c2ccc(Cl)cc2)C(=O)/C1=C\c1ccc(Sc2nc3ccccc3[nH]2)o1,/,5.6%,8.5%,2.7%,-3.2%,-34.7%,-14.4%
Cc1ccc2[nH]c3c(c2c1)CN(C(=O)CN1CCSCC1)CC3,5.5%,21.9%,-8.8%[15.4 µM],3.0%,?,11.7%,0.4%[38.3 µM]
Cc1ccccc1CS(=O)(=O)Cc1ccc(C(=O)N2CCC3(CC2)OCCO3)o1,-4.1%,-2.2%,5.9%,-0.9%,5.9%,5.3%,-10.2%[38.3 µM]
C/C(=N\NC(=O)c1ccncc1)c1c(O)n(Cc2ccccc2)c(=O)[nH]c1=O,-11.1%[10 µM],-16.5%[9.22 µM],/,0.2%,-18.5%,0.0%,/
O=C1NCN(c2ccccc2)C12CCN(C[C@H]1COc3ccccc3O1)CC2,21.5%,/,/,2.1%,/,4.0%,22.0%
Cc1ccsc1C(=O)C1CCCN(Cc2cnn(C(C)C)c2)C1 (stereo unspecified),-8.9%[10 µM],0.0%[9.22 µM],5.5%,-16.8%,-13.1%,18.6%,26.5%
CC(C)(C)c1cc(C#N)cc(Br)c1OP(=O)(Oc1c(Br)cc(C#N)cc1C(C)(C)C)c1ccccc1,-1.7%[10 µM],/,/,/,/,2.0%[14.2 µM],3.5%
CSc1ccc(CN2CCN(Cc3ccccc3Cl)CC2)cc1,/,27.5%,-0.7%,-1.9%,12.4%,0.3%,-10.1%
CCCCn1c(O)c(C(C)=Nc2c(C)n(C)n(-c3ccccc3)c2=O)c(=O)[nH]c1=O,-7.9%[0.074 µM],12.9%,-9.4%,-3.9%,9.0%,/,/
CCOC(=O)c1c(N)n(Cc2ccccc2)c2nc3ccccc3nc12,13.1%[10 µM],-18.1%,?,0.1%,7.3%,-9.1%,-9.0%[38.3 µM]
